Bioassay records: PubChem, NCI
yeast sgs1 mgt1: NCI yeast anticancer drug screen, S. cerevisiae sgs1 mgt1 strain; growth inhibition, % at 50 µM; 10% of 78,000 active;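 further: 0% = growth of vehicle-only cultures of the same strain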
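Test agents were incubated with a DNA-repair-mutant yeast strain. Growth was then read and compared against vehicle-treated controls.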
mlh1 rad18: NCI yeast anticancer drug screen, S. cerevisiae mlh1 rad18 strain; growth inhibition, % at 50 µM; 11% of 79,000 active;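 further: 0% = growth of vehicle-only cultures of the same strain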
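In this whole-cell yeast screen, a strain with altered DNA damage repair is challenged with compound, and its growth is measured against matched vehicle-treated controls.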
yeast rad50: NCI yeast anticancer drug screen, S. cerevisiae rad50 strain | growth inhibition, % at 50 µM | 10% of 79,000 active | AID 155, 2004;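 further: 0% = growth of vehicle-only cultures of the same strain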
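DNA repair mutant yeast, compound exposure, growth read-out; inhibition is taken relative to vehicle.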
cln2 rad14: NCI yeast anticancer drug screen, S. cerevisiae cln2 rad14 strain | growth inhibition, % at 50 µM | 8.3% of 78,000 active | AID 165, 2004;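 further: 0% = growth of vehicle-only cultures of the same strain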
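Each compound was tested on cln2 rad14 yeast. Inhibition of growth was calculated against vehicle-exposed controls.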
yeast mec2-1: NCI yeast anticancer drug screen, S. cerevisiae mec2-1 strain; % growth inhibition at 50 µM; 9% of 79,000 active; AID 157, 2004;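 further: 0% = growth of vehicle-only cultures of the same strain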
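Vehicle-treated cultures served as reference for growth inhibition of compound-exposed mec2-1 yeast.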
yeast bub3: NCI yeast anticancer drug screen, S. cerevisiae bub3 mutant strain. growth inhibition, % at 50 µM. 9.9% of 78,000 active. AID 167, 2004;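 further: 0% = growth of vehicle-only cultures of the same strain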
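In this screen, a yeast mutant lacking normal mitotic checkpoint function is challenged with compound. Relative growth versus vehicle gives the inhibition value.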
Active calls of the source: *. No stated cut-off is given here; in the data, active means growth inhibition above about 70%; inactive means the rest. Rows were taken by chance (roughly 13% active in at least one column).

SMILES	yeast sgs1 mgt1	mlh1 rad18	yeast rad50	cln2 rad14	yeast mec2-1	yeast bub3
O=C(NN1C(=O)C(Cl)C1c1cccc(O)c1)c1ccccc1O (stereo not given)	-32.8	-39.1	-47.5	5.5	-34.0	-29.2
CN=C1Nc2ccc(Cl)cc2C(c2ccccc2)=NN1C	2.9	-12.6	10.0	11.3	-19.4	6.8
O=C1CCCCCCCCCCOCCCCO1	14.8	-13.4	-2.4	24.1	2.9	27.7
O=C(NC/C(Br)=C/Br)C(F)(F)F	0.6	26.7	21.4	-14.3	16.1	5.7
O=C1CNC(=O)N1c1ccccc1	4.4	3.8	7.3	-9.2	5.8	5.7
CCN(CC)CCNc1ccc(OC)c2cccnc12	99.3*	98.8*	99.3*	98.0*	99.4*	99.5*
Cc1ccc2c(CC(N)C(=O)O)c[nH]c2c1 (stereo not given)	-7.1	5.3	-2.0	-20.3	6.2	1.1
CCOP(=O)(OCC)/C(C#N)=C/c1ccc2ccccc2c1	-16.8	-13.6	-7.5	-16.3	-5.0	5.0
CC1(C)C(=O)N2C(=O)CC(=O)N2C1=O	0.1	-17.2	14.7	0.6	7.5	-1.1
CC(C)Cn1c(C(C)C)nc([N+](=O)[O-])c1Sc1ncn[nH]1	-31.3	-2.0	-5.0	-0.4	6.0	-12.5
O=C(CCNC(=O)OCc1ccccc1)NC(Cc1ccccc1)C(=O)OCc1ccccc1 (stereo not given)	4.5	7.7	-0.9	-15.3	-14.2	2.4
O=C1C=CC(=O)N1c1ccc(Cl)cc1Br	94.2*	92.5*	93.3*	92.4*	94.3*	58.4
COC(=O)c1c(-c2ccc(OC)c(OC)c2)cn(C)c1C	21.0	25.2	19.4	-6.2	12.8	10.5
BrC1=C(c2ccccc2)SC(Br)=C(c2ccccc2)S1	1.2	3.8	1.6	21.7	4.5	5.5
CC(C)CCS(=O)(=O)O	-12.1	-0.2	-8.1	-11.6	-13.3	1.1
Cn1c2ccccc2c2nnc(N/N=C/c3ccc([N+](=O)[O-])o3)nc21	-11.5	-0.7	-55.4	-51.1	-2.9	-23.1
C=C(CN(C)C)C(=O)c1ccc(C)cc1C	99.4*	99.2*	99.4*	99.3*	99.5*	56.0
NC(=O)NC(=O)c1cccc(NC(=O)CCl)c1	1.9	20.8	-3.6	3.0	1.9	-0.8
OC1c2ccccc2C(c2ccccc2)C1c1ccccc1 (stereo not given)	14.2	38.0	26.4	20.6	14.2	8.3
CCC(C)(O)Cc1cnccn1 (stereo not given)	7.2	9.2	1.8	14.8	-2.7	12.1
COc1cccc(Oc2ccc(C)cc2)c1	-18.6	-21.9	17.2	-19.1	-12.8	8.9
COC(=O)C(=O)C1CSC2=C(CS(=O)(=O)c3ccccc32)C1=O (stereo not given)	-10.6	-2.1	-4.5	-2.1	-9.5	-17.5
CCOC(=O)Nc1cc([N+](C)(C)C)ccc1OCCOc1ccc([N+](C)(C)C)cc1	-8.4	28.6	-0.4	-8.8	5.3	-1.6
O=C1OC(c2cccc(Cl)c2)=N/C1=C\c1cccc2ccccc12	40.0	17.1	21.0	20.2	23.3	22.6
O=C1CC(O)CC(=O)C1=C(O)CCCCCCCCCCc1ccccc1 (stereo not given)	74.2*	65.8	66.4	81.5*	85.3*	85.7*

Of the compounds above, 2 have two or more sulfur atoms:
SMILES	yeast sgs1 mgt1	mlh1 rad18	yeast rad50	cln2 rad14	yeast mec2-1	yeast bub3
BrC1=C(c2ccccc2)SC(Br)=C(c2ccccc2)S1	1.2	3.8	1.6	21.7	4.5	5.5
COC(=O)C(=O)C1CSC2=C(CS(=O)(=O)c3ccccc32)C1=O (stereo not given)	-10.6	-2.1	-4.5	-2.1	-9.5	-17.5

Remaining list, next part.
SMILES	yeast sgs1 mgt1	mlh1 rad18	yeast rad50	cln2 rad14	yeast mec2-1	yeast bub3
COC1=C2CC(C)CC(OC)C(O)C(C)/C=C(\C)C(OC(N)=O)C(OC)/C=C\C=C(/C)C(=O)NC(=C(/C=N/N3CCOCC3)C1=O)C2=O (stereo not given)	-13.6	4.0	-6.3	-10.4	-18.4	-3.8
COC(=O)C1=C(O)C(O)=C(C(=O)OC)CC1	1.2	-1.6	-31.9	7.3	-44.1	-29.7
O=[N+]([O-])c1ccc2c(c1)/C(=C/c1ccc(O)cc1)c1ccccc1-2	91.3*	88.8*	88.3*	86.8*	88.8*	88.6*
O=C(NC(Cc1ccccc1)C(=O)NC(CO)C(=O)O)OCc1ccccc1 (stereo not given)	-3.4	8.6	17.7	-5.3	-3.5	-3.3
O=C1C=C(C23CC4CC(CC(C4)C2)C3)Nc2ccccc2N1	8.4	24.1	2.9	-15.7	25.3	20.6
COc1ccc(Cc2ccc3c(C)cc(Cl)nc3c2)cc1	87.0*	86.3*	77.0*	31.6	67.8	89.0*
COc1ccccc1NC(=S)N/N=C(/c1ccccc1)c1ccccn1	17.4	10.6	-50.9	15.1	22.6	20.2
O=C(O)c1ccccc1Cc1c[nH]c2ccccc12	-0.8	-5.0	-37.3	-15.3	5.0	41.3
CCC1SC2=NCCN2C1(O)c1ccc(Cl)cc1 (stereo not given)	15.6	8.3	-7.7	-5.8	-15.9	-1.6
CC1(C)/C(=C\C(=O)O)C2CCC1C2 (stereo not given)	7.5	8.8	11.4	-10.8	8.3	-9.1
CCCCCCCNN=NCC(C)C(C)CC (stereo not given)	0.9	-21.8	-7.3	-25.9	-13.3	-3.3
O=S(=O)(O)SCCNCCCCCC1CCCCC1	65.5	30.6	15.3	18.6	22.5	52.2
CCOC(=O)NC(NC(=O)OCC)c1ccc2c(c1)OCO2	17.1	3.8	-38.5	-11.8	17.4	5.8
CCOC(=O)C(Cc1cc(C)c(O)c(C)c1)NC(C)=O (stereo not given)	-5.8	-3.9	-4.0	-27.2	3.3	7.3
O=c1cc(/C=C/c2ccc3ccccc3n2)c2ccccc2[nH]1	-2.4	10.8	16.0	12.8	4.8	-2.0
CCOC(=O)/C=C/c1cccc(O)c1	-1.6	-17.2	4.4	-41.8	1.3	-17.2
CC1([C@H]2CC[C@H]3[C@@H]4CC[C@H]5OC(=O)CC[C@]5(C)[C@H]4CC[C@]23C)SCCS1	12.5	14.8	20.7	8.6	-19.0	8.6
CC(C)(C)/[N+]([O-])=C/C(c1ccccc1)C(/C=[N+](/[O-])C(C)(C)C)c1ccccc1 (stereo not given)	-15.3	-18.6	-3.5	3.9	-4.5	-2.1

Compounds shown so far that have a carbonyl joined to an NH by a bond outside any ring (9):
SMILES	yeast sgs1 mgt1	mlh1 rad18	yeast rad50	cln2 rad14	yeast mec2-1	yeast bub3
O=C(NN1C(=O)C(Cl)C1c1cccc(O)c1)c1ccccc1O (stereo not given)	-32.8	-39.1	-47.5	5.5	-34.0	-29.2
O=C(NC/C(Br)=C/Br)C(F)(F)F	0.6	26.7	21.4	-14.3	16.1	5.7
O=C(CCNC(=O)OCc1ccccc1)NC(Cc1ccccc1)C(=O)OCc1ccccc1 (stereo not given)	4.5	7.7	-0.9	-15.3	-14.2	2.4
NC(=O)NC(=O)c1cccc(NC(=O)CCl)c1	1.9	20.8	-3.6	3.0	1.9	-0.8
CCOC(=O)Nc1cc([N+](C)(C)C)ccc1OCCOc1ccc([N+](C)(C)C)cc1	-8.4	28.6	-0.4	-8.8	5.3	-1.6
COC1=C2CC(C)CC(OC)C(O)C(C)/C=C(\C)C(OC(N)=O)C(OC)/C=C\C=C(/C)C(=O)NC(=C(/C=N/N3CCOCC3)C1=O)C2=O (stereo not given)	-13.6	4.0	-6.3	-10.4	-18.4	-3.8
O=C(NC(Cc1ccccc1)C(=O)NC(CO)C(=O)O)OCc1ccccc1 (stereo not given)	-3.4	8.6	17.7	-5.3	-3.5	-3.3
CCOC(=O)NC(NC(=O)OCC)c1ccc2c(c1)OCO2	17.1	3.8	-38.5	-11.8	17.4	5.8
CCOC(=O)C(Cc1cc(C)c(O)c(C)c1)NC(C)=O (stereo not given)	-5.8	-3.9	-4.0	-27.2	3.3	7.3
